TAG inh: reduces triacylglycerol accumulation in H9c2 cells | AID 651582 | 0.66% of 230,000 active | Nile Red lipid (TAG) fluorescence; cells loaded with 200 µM oleic acid | inhibition, % at 12.5 µM;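 active = pattern-corrected inhibition of lipid staining of at least 50% with the nuclear-stain viability signal not falling by more than 50%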;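 note: 0% = DMSO wells and 100% = triacsin C control wells; some results filed as inactive read as strong as hits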
TAG inh DAPI viability: second read-out of TAG inh, no call of its own (marks repeat the call); DAPI nuclei signal change (viability), lower = more cytotoxic, %;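 whole-well DAPI fluorescence read on a plate reader as a viability signal; minus 50 percent equals half of cells still viable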
* hit, by the source's call. An excerpt (hit frequency here may not be typical).

SMILES	TAG inh	TAG inh DAPI viability
Cc1cc(N(C)C)c(C#N)c(NCc2ccccc2)n1	-19	0
CC(Nc1ccccc1)c1cc(Cl)ccc1O (stereo not drawn)	2	8
CC1(C(=O)Nc2cccc(OC(F)(F)F)c2)Cc2c(-c3cccc(C(N)=O)c3)ccnc2O1 (stereo not drawn)	-1	6
CCCCCCCCCCCCCCCC[N+](C)(C)CC	9	-28
O=C(N/N=C/c1ccc([N+](=O)[O-])s1)c1ccccc1	-11	-12
COc1ccc(CN2C(=O)C(CC(C)C)Nc3ncnc(N4CCOCC4)c32)cc1 (stereo not drawn)	8	4
CC(=O)NC(NC(=S)Nc1ccccc1Br)C(Cl)(Cl)Cl (stereo not drawn)	-5	-4
O=C(O)C1CCCN(S(=O)(=O)c2ccc(Br)s2)C1 (stereo not drawn)	-19	17
CON=C(C(=O)NC1C(=O)N2C(C(=O)O)=C(CSc3nc(=O)c(=O)[nH]n3C)CSC12)c1csc(N)n1 (stereo not drawn)	-7	-2
CCn1nc2cc(C(=O)NCC34CC5CC(CC(C5)C3)C4)ccc2c1OC	3	5
COc1ccc(-c2cc(NC(C)=O)c3ncc(-c4ccc(OC)c(OC)c4)n3c2)c(OC)c1	-5	4
Cc1ccccc1N=Nc1c(O)[nH]c2ccccc12	0	-11
NCc1ccccc1CS(=O)(=O)N1CCOCC1	-1	-4
O=C(CNC(=O)C12CC3CC(CC(C3)C1)C2)OCc1ccc(F)cc1Cl	8	-11
O=C(NCc1ccccc1)C1=C[C@@H](C2CC2)C[C@@H](OCc2ccc(CO)cc2)O1	2	1
O=C(Nc1ccc(Cl)cn1)c1cnn2cccnc12	0	6
COCCNC(=O)c1ccc2c(c1)S(=O)(=O)c1ccccc1C2=O	5	-11
Cc1noc(C)c1S(=O)(=O)N(C)C[C@H]1Oc2c(NC(=O)Nc3ccc4c(c3)OCO4)cccc2C(=O)N([C@H](C)CO)C[C@@H]1C	2	-1
CC(=O)Nc1ccc(-c2ccnc3c2CC(C)(C(=O)Nc2ccc4c(c2)OCO4)O3)cc1 (stereo not drawn)	1	7
Cc1nc2ccc(NC(=O)c3ccc(C)c(S(=O)(=O)N4CCOCC4)c3)cc2s1	-6	3
COc1ccc(NC(=S)N2CCC(Cc3ccccc3)CC2)cc1	10	3
O=Cc1nc(-c2ccc(Cl)cc2)n2ccccc12	12	-7
CCN1CCN(Cc2ccc(NC(=O)c3ccc(C)c(NC(=O)C(=O)c4c[nH]c5ccccc45)c3)cc2C(F)(F)F)CC1	77*	-1.9*
COCCN(CCOC)C(=S)Nc1cc(S(=O)(=O)N(C)C)ccc1C	-3	-6
COc1ccc(/C=N/NC(=O)c2nonc2C)cc1	-7	7
COc1cc(OC)c(OC)cc1/C=N/Nc1ncnc2c1[nH]c1ccc(C)cc12	23	9
CCCOc1ccccc1C1CC(=O)NC(C)=C1C(=O)OCC(C)C (stereo not drawn)	21	-2
COC(=O)c1ccccc1N/C=C1\CCc2c(c(C)nn2-c2ccccn2)C1=O	-1	6
COC(=O)C1=C(C)Nc2ncnn2C1c1ccco1 (stereo not drawn)	-12	5
CC(=O)c1c(C(C)=O)c(C)n(-c2cccc3cccnc23)c1C	-5	-3

In the list so far, 5 have a Cl atom:
SMILES	TAG inh	TAG inh DAPI viability
CC(Nc1ccccc1)c1cc(Cl)ccc1O (stereo not drawn)	2	8
CC(=O)NC(NC(=S)Nc1ccccc1Br)C(Cl)(Cl)Cl (stereo not drawn)	-5	-4
O=C(CNC(=O)C12CC3CC(CC(C3)C1)C2)OCc1ccc(F)cc1Cl	8	-11
O=C(Nc1ccc(Cl)cn1)c1cnn2cccnc12	0	6
O=Cc1nc(-c2ccc(Cl)cc2)n2ccccc12	12	-7

New compounds follow
SMILES	TAG inh	TAG inh DAPI viability
CCOc1ccc(C(=O)NCC(=O)N2CC=C(c3ccccc3)CC2)cc1OCC	21	0
COc1cc(NC(=O)c2cc(-c3cccc(O)c3)on2)cc(OC)c1OC	-10	-13
COC(=O)C1=C(C)N(Cc2ccccc2)C(=NCCc2c[nH]c3ccccc23)N[C@H]1c1cccc(F)c1	138	-83
Cn1cnc2c1c(=O)n(Cc1ccccc1)c(=O)n2C	7	4
CCCn1nnc(NC(=O)c2cccc(OCc3ccccc3)c2)n1	20	-10
CC(=O)c1cccc(NC(=O)c2cc(S(=O)(=O)N3CCCCC3)ccc2N2CCOCC2)c1	18	-5
CC(C)CC(c1nnnn1C(C)C)N1CCN(C(=O)c2ccco2)CC1 (stereo not drawn)	7	-3
Cc1cc(C(=O)Nc2cc(S(C)(=O)=O)ccc2Cl)no1	14	-5
COc1cc(OC)cc(-c2cc3ccccc3c(=O)o2)c1	2	6
CC(=O)Nc1ccc(NC(=O)C2CC(=O)Nc3ncnn32)cc1 (stereo not drawn)	-1	2
COc1ccc(-c2c(N)nnc3c2[nH]c2ccccc23)cc1OC	20	-1
O=C(CCNC(=O)c1ccc([N+](=O)[O-])cc1)Nc1cccc(S(=O)(=O)N2CCCCCC2)c1	0	-4
CC(=O)Nc1ccc(C(=O)OCc2ccc(Cl)cc2)cc1	14	-14
CCOc1ncccc1C(=O)OCC(=O)Nc1cc(S(=O)(=O)N2CCOCC2)ccc1C	-3	-7
CCOc1ccc(N(C(C)=O)c2nc(C)cc(C)c2C#N)cc1	-1	-11
O=C(Cc1cccc2ccccc12)N/N=C/c1ccc2cccc(O)c2n1	5	2
COc1ccc(NS(=O)(=O)c2cc(NC(=O)Cn3cnc4c3c(=O)n(C)c(=O)n4C)ccc2C)cc1	-1	6
COc1ccc(-n2nc(C(=O)N3CCN(c4ccc(F)cc4)CC3)c3ccccc3c2=O)c(OC)c1	21	-10
COC(=O)C1=CO[C@@H](O[C@@H]2O[C@H](CO)[C@@H](O)[C@H](O)[C@H]2O)C2C(CO)=CCC12 (stereo partly drawn)	-3	0
C=CCn1cc(-c2ccccc2)cc(C#N)c1=O	2	7
O=C(CCC(=O)N1CCOCC1)NCCc1ccc(Cl)cc1Cl	-3	-4
O=C(CCNC(=O)c1ccccc1Cl)NCC1COc2ccccc2O1 (stereo not drawn)	4	3
CC(=O)Nc1nc2ccccc2n1CCN(C)C	6	-13
C=C1c2cccc(OC)c2O[C@H](C(=O)OCC)[C@@H]1CCCCCC	-19	9
Cn1cccc1C(=O)NC(=O)COC(=O)CC12CC3CC(CC(Br)(C3)C1)C2	3	-4
O=C(CSc1nc2c(sc3ccccc32)c(=O)n1CCCN1CCCC1)NCc1ccccc1	31	-2
CCCCn1c(N)c(N(CCC(C)C)C(=O)CSc2nc3ccccc3n2C)c(=O)[nH]c1=O	-8	-4
C[C@]1(C(=O)NCCCNc2ncc(C(F)(F)F)cc2Cl)C=C[C@@H](Cc2ccccc2)N1C(=O)c1ccccc1	5	-5
O=C(Nc1ccc(OC(F)(F)F)cc1)c1cc(S(=O)(=O)N2CCCCC2)ccc1N1CCOCC1	-11	19
CCOC(=O)N1CCN(C(=O)c2ccc(OC)c(OC)c2)CC1	-7	6
COC(=O)c1sccc1NC(=O)Nc1ccc(OC)cc1OC	-2	1
Cn1nnnc1SCc1nc2scc(-c3ccccc3)c2c(=O)[nH]1	-3	-2
CC(NC(=O)C1CCC1)c1ccc(Cl)cc1 (stereo not drawn)	-9	11
COc1cccc(-n2c(Cc3cc(=O)[nH]c(=O)[nH]3)nnc2SC(C)C)c1	1	3
CC(C)c1ccc(CC(C)C2C3=C(CCCC3=O)OC3=C2C(=O)CCC3)cc1 (stereo not drawn)	-8	5
O=C(Cn1cc(S(=O)(=O)Cc2cccc(F)c2)c2ccccc21)N1CCOCC1	11	-3
O=C(NNC(=O)c1ccccc1[N+](=O)[O-])c1ccc(NC(=O)c2ccccc2)cc1	16	-1
CN(c1ccccc1)S(=O)(=O)c1cccc(NC(=O)CN2C(=O)NC3(CCCCC3)C2=O)c1	2	-13
CC(C1CC1)N(C(=O)NC1CCS(=O)(=O)C1)c1ccccc1 (stereo not drawn)	-1	-3
C/C(=N\NC(=S)Nc1cc(S(=O)(=O)N2CCOCC2)ccc1Cl)c1ccc(N2CCOCC2)cc1	15	-16

Look-ups from above.
TAG inh DAPI viability, `CC(C1CC1)N(C(=O)NC1CCS(=O)(=O)C1)c1ccccc1` (stereo not drawn) stands at -3
TAG inh, `O=C(NNC(=O)c1ccccc1[N+](=O)[O-])c1ccc(NC(=O)c2ccccc2)cc1` stands at 16
TAG inh, `O=C(Cn1cc(S(=O)(=O)Cc2cccc(F)c2)c2ccccc21)N1CCOCC1` stands at 11
TAG inh, `CC(C)c1ccc(CC(C)C2C3=C(CCCC3=O)OC3=C2C(=O)CCC3)cc1` (stereo not drawn) stands at -8
TAG inh DAPI viability, `CC(NC(=O)C1CCC1)c1ccc(Cl)cc1` (stereo not drawn) stands at 11
TAG inh DAPI viability, `COC(=O)c1sccc1NC(=O)Nc1ccc(OC)cc1OC` stands at 1

Further results follow.
SMILES	TAG inh	TAG inh DAPI viability
COc1nc(N)nc(CC(=O)C2CC2)n1	4	-4
O=C(Nc1cccc(C(=O)O)c1)/C(=C\c1ccccc1)NC(=O)c1ccc(Br)o1	7	-3
Cc1ccc(NC(=O)c2cc(S(=O)(=O)N3CCOCC3)ccc2Cl)cc1S(=O)(=O)N1CCOCC1	8	-9
COc1cc(NS(=O)(=O)c2ccc3[nH]c(=O)[nH]c3c2)cc(OC)c1	-2	6
O=c1[nH]c(=O)n(CCCc2ccccc2)cc1-c1ccccc1	-18	2
CSc1nc(=S)n(-c2ccc([N+](=O)[O-])cc2)c(C)c1C(C)=O	-3	6
Cc1ccc(C(=O)OCC(=O)NC2CC2)cc1S(=O)(=O)N1CCOCC1	-2	-4
C/C(=N\NC(=O)c1nc(C)cc(C)n1)c1ccccc1	8	13
COCCC(=O)N1CCC(Oc2ccc(C(=O)NCc3cccc(C)n3)cc2)CC1	-9	0
Cn1c(NN)nc2sc3c(c2c1=O)CCC3	6	-11

Brought forward from above: 3 compounds; new compounds follow.
SMILES	TAG inh	TAG inh DAPI viability
C/C(=N\NC(=O)c1nc(C)cc(C)n1)c1ccccc1	8	13
COCCC(=O)N1CCC(Oc2ccc(C(=O)NCc3cccc(C)n3)cc2)CC1	-9	0
Cn1c(NN)nc2sc3c(c2c1=O)CCC3	6	-11
CCOC(=O)c1cc(NC(=O)c2ccccc2)c(=O)oc1C(F)(F)F	6	-3
O=C(CNC(=O)c1cccc(F)c1)OCC(=O)N1CCN(C(=O)c2ccco2)CC1	4	0
COc1ccc(CSC(=S)NNc2ccccc2)cc1	-5	2
O=C(CSC(=S)N1CCSCC1)c1ccc(Cl)cc1	-20	2
COC(=O)CCCC(=O)Nc1c(F)c(F)c(F)c(F)c1F	-7	7
CC(C)C(=O)Nc1ccc(NC(=O)c2ccccc2Cl)nc1	-19	11
CCOc1ccc(S(=O)(=O)NCCC(=O)NC2=NCCS2)cc1	-13	-4
CCCNC(=O)COc1ncnc2sc(C)c(C)c12	-6	8
COc1ccc(CN2CCCC(C(=O)c3ccc(Cl)cc3)C2)cc1Cn1cccn1 (stereo not drawn)	-24	25
CC(C)(C)c1cc(C(=O)Nc2cccc3ccccc23)ccn1	8	-3
N#CCCCn1c(O)c(N=NC(=O)C(O)c2ccccc2)c2ccccc21 (stereo not drawn)	3	4
Cn1c(CO)cnc1SCc1ccccc1	3	-4
C[C@H]1CN(S(=O)(=O)C(C)(C)C)[C@H](CCO)/C1=C\c1ccccc1	-19	9
COCCNc1nc(NCCOC)c2sc(-c3ccccc3)cc2n1	13	-1
O=C(NCC1CCCO1)c1ccc(NC(=O)C2C3C=CC(C3)C2C(=O)O)cc1 (stereo not drawn)	-3	3
CCOC(=O)c1cc2cc(OC)ccc2nc1C	2	-5
NC(=S)NN=C1Cc2cccc3cccc1c23	26	-4
Cn1c(CO)cnc1SCC(=O)c1ccc(Cl)cc1	-5	0
CCN1CCN(Cc2ccc(NC(=O)CC3Oc4ccc(C)cc4NC3=O)cc2)CC1 (stereo not drawn)	3	-12
CC(C)NC(=O)CCn1nc(-c2ccc(Cl)cc2)c2ccccc2c1=O	9	-7
COc1ccc(NC(=O)C2CCCN(S(=O)(=O)c3c(C)[nH]c(=O)[nH]c3=O)C2)cc1OC (stereo not drawn)	1	2
O=C(O)C=C1CCN(c2ncc(C(F)(F)F)cc2Cl)CC1	-8	6
C=CCOc1c(Cl)cc(C(=S)N2CCCC2)cc1OCC	-1	-6
COc1ccc(OC)c(N(CC(=O)Nc2cccc3ccccc23)S(C)(=O)=O)c1	2	-2
CCN(CC)c1nc(NNC(=O)c2ccccc2)nc(N(CC)CC)n1	3	-7
CCN(CC)CCN(C(=O)c1ccc(Br)s1)c1nc2cc3c(cc2s1)OCCO3	2	1
CC(=O)N1C[C@H]2CON(C)[C@H]2C[C@H]1c1ccccc1Br	4	-17
Cc1cc(C)c(C(=O)CSc2nnc(C)c(=O)[nH]2)cc1C	14	4
CC(C)(C)c1ccc(CC(=O)N2CCC2(C)C(=O)Nc2cccc3cccnc23)cc1 (stereo not drawn)	0	0
COc1cccc(CNC(=O)CCC2CCCN(c3cc(C)nc(N4CCCC4)n3)C2)c1 (stereo not drawn)	12	13
